# Screens as filed in PubChem.
# DAGLB inhibitor = diacylglycerol lipase beta (human) inhibition; inhibition, % at 5.17 µM; HEK293T DAGLB membrane lysate, EnzChek fluorogenic substrate; Q8NCG7; 340,000 compounds, 0.059% hits; in the data active means inhibition above about 34%;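 further: 0% = enzyme with vehicle and 100% = wells lacking enzyme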
# V-ATPase pHluor = alters yeast V-ATPase proton transport; 350,000 compounds, 0.37% hits; S. cerevisiae, pHLuorin cytosolic pH fluorescence; AID 504577; response, % at 10 µM; in the data active means response mostly above about 7.3%, no sharp cut-off; inactive means mostly below about 5.4%; further: actives read high; inactives centre near 0; some compounds called inactive have numbers as strong as hits; reference of the scale not given here
# HTR5A inv ag = HTR5A inverse agonism, opioid heterodimer counter-screen. P47898. 340,000 compounds, 0.083% hits. inhibition, % at 9.3 µM. HTR5A cell line, luminescence; in the data active means inhibition mostly above about 23%, no sharp cut-off; inactive means mostly below about 18%;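 further: 0% = cells with DMSO and 100% = no-cell wells with DMSO; some compounds called inactive have numbers as strong as hits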
# Pemphigus Ab inh = inhibitors of pemphigus antibody binding to human desmoglein-3. binding (percent of control), % at 10 µM. 310,000 compounds, 0.48% hits. P32926. AID 588358. DSG3-coupled beads, scFv-anti-DSG3-GFP binding, flow cytometry; stronger effect = lower value;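 active means binding more than 3 SD below its plate's average and above zero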; further: some compounds called inactive have numbers as strong as hits
# HTR5A ag ctr = activates human HTR5A in OPRM1-OPRD1 agonist counter-screen; P47898; HTR5A agonist assay, luminescence, cell-based; activation, % at 9.3 µM; 340,000 compounds, 0.61% hits; AID 504692; in the data active means activation mostly above about 9.5%, no sharp cut-off; inactive means mostly below about 7.6%;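 further: 0% = cells with vehicle only and 100% = reference agonist; strong numbers were not always called active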
# Arrestin-AP2 inh = blocks beta-arrestin peptide binding to AP2 adaptin; FITC-arrestin peptide / GST-AP2 beads, flow cytometry; AP2 beta2 appendage carries R879A mutation; inhibition, % at 10 µM; 340,000 compounds, 0.31% hits;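 active means inhibition above a set limit, near 3 SD of compounds lacking own fluorescence, cut at about 54% in these data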;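 further: plate controls were DMSO wells for no effect and 5 µM unlabelled arrestin peptide for full effect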
#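 Assay system: GST-AP2 R879A bound to glutathione beads, E. coli-expressed; Medium: PBS with 0.05% Tween 20 and 0.1% BSA; Also added: fluorescein-tagged arrestin peptide at 50 nM final; Timing: 12 min plus 1 h, RT; Measured by: flow cytometry, FL1 (488/535 nm); Evaluation: percent drop in bead-associated FITC signal.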
# PKA-R1A activ = PKA-R1A complex activation | P00514+P68181 | PKA-R1A dissociation, Cy5-IP20 fluorescence polarization; scaled: DMSO 0%, 113 µM cGMP 100% | activation, % at 11.4 µM | 340,000 compounds, 0.083% hits | AID 504707;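 active means percent activation above the mean of all tested compounds plus 3 SD, cut at about 19% in these data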;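 further: higher means more PKAc released from R1A so a rise in polarization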
# PKA-R2B act = activates the human PKA-R2B holoenzyme complex; activation, % at 11.4 µM; PKA-R2B holoenzyme dissociation, Cy5-IP20 fluorescence polarization; R2B truncated from residue 108, S112A mutant; 0% DMSO only, 100% 113 µM cGMP; P22694+P31323; 340,000 compounds, 0.079% hits; AID 504700;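 active means activation above a cutoff set at the mean over all compounds plus 3 SD, cut at about 18% in these data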;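 further: higher means more holoenzyme dissociation and a rise in polarization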
# OPRM1-OPRD1 inv = inverse agonist of human OPRM1-OPRD1 heterodimerization; P35372+P41143; cell-based MOR-DOR heterodimer luminescence, inverse agonism; inhibition, % at 9.3 µM; 340,000 compounds, 0.21% hits; AID 504357; in the data active means inhibition above about 22%, passing the limit was not always enough;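 further: 0% = cells with DMSO and 100% = wells without cells with DMSO; values of inactives mirror those of a sister screen read the other way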
# Target sequence (P35372 whole entry, looked up): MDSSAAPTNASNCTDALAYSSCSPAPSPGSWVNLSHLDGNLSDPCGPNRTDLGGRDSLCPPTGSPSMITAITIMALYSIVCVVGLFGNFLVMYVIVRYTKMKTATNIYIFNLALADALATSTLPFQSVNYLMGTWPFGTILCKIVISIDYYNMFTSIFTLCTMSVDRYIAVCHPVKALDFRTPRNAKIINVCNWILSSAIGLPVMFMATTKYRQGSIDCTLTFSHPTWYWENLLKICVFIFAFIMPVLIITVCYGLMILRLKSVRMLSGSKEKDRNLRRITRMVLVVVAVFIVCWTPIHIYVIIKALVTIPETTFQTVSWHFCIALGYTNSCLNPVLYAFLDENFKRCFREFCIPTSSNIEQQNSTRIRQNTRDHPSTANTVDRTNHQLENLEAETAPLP
# Target sequence (P41143 whole entry, looked up): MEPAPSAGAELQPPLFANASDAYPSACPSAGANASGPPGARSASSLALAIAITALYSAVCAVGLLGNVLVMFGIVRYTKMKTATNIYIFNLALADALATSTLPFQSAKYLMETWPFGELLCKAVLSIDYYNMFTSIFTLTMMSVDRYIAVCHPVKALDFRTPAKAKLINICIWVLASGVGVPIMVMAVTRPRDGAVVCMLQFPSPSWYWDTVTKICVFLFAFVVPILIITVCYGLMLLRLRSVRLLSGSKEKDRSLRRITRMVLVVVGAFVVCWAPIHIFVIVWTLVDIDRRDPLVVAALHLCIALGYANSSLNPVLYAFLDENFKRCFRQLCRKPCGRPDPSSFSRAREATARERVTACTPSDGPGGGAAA
# MOR-DOR ag = OPRM1-OPRD1 heterodimerization agonism; cells, luminescence; P35372+P41143; 340,000 compounds, 0.3% hits; activation, % at 9.3 µM; in the data active means activation above about 18%;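 further: 0% = vehicle-treated cells and 100% = reference agonist; values of inactives mirror those of a sister screen read the other way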
# Numbers without * were called inactive; nt = no result given.
SMILES,DAGLB inhibitor,V-ATPase pHluor,HTR5A inv ag,Pemphigus Ab inh,HTR5A ag ctr,Arrestin-AP2 inh,PKA-R1A activ,PKA-R2B act,OPRM1-OPRD1 inv,MOR-DOR ag
COc1cccc(NC(=O)CCC(=O)Nc2cccc(OC)c2)c1,-5.1,-1.5,5.9,83.8,-0.1,6.4,3.0,-15.4,7.1,-1.3
CCOC(=O)N1CCC(Nc2c(-c3ccccc3)c(=O)c2=O)CC1,0.6,-0.1,-0.8,104.1,3.2,-3.9,-3.0,-1.9,17.5,-3.5
O=c1[nH]c2cc(Cl)cc([N+](=O)[O-])c2c2ccc(Cl)cc12,3.1,-3.2,nt,99.0,nt,nt,8.0,1.4,nt,nt
Clc1cccc(-c2nn3c(Cn4cnc5ccccc54)nnc3s2)c1,1.7,-0.6,-27.1,99.5,-0.1,8.8,-2.6,-8.0,15.8,-2.9
CC(=O)Nc1cc2ccc(OC(C)=O)cc2oc1=O,-0.8,-0.4,7.7,107.5,-2.8,2.9,-0.7,-7.5,4.2,-0.8
O=C(CNC(=O)c1ccccc1Br)NNC(=O)c1cccs1,2.5,-0.5,-32.8,87.1,-6.4,-6.7,-2.3,-12.4,8.9,-1.4
COc1ccc(-c2cn3c(C)c(C(=O)N4CCN(c5ccccc5)CC4)sc3n2)cc1,1.0,-7.4,-13.0,97.8,-2.1,3.5,-6.1,-5.2,0.2,0.0
COC(=O)c1ccc(C)c(NS(=O)(=O)c2ccc(C)c([N+](=O)[O-])c2)c1,0.9,-1.3,-4.8,74.7,0.9,11.3,-7.7,3.9,10.7,-2.0
Cc1cc(C)nc(NC(=O)c2ccc(Cl)cc2)n1,3.3,0.2,3.4,105.4,1.4,9.9,-3.9,-10.2,10.7,-2.3
CSCCC(NC(=O)c1ccco1)C(=O)Nc1ccncc1 (stereo unspecified),-0.3,0.3,-11.4,104.5,-0.9,-0.3,4.3,-3.3,10.8,-1.6
CCCn1c(C(C)NS(=O)(=O)c2ccccc2)n[nH]c1=S (stereo unspecified),2.5,4.6,3.8,97.7,-0.6,2.4,6.0,2.9,4.5,-0.9
C[C@H]1CN([C@@H](C)CO)C(=O)CCCn2nncc2CO[C@H]1CN(C)S(=O)(=O)c1ccccc1F,-3.2,-1.6,nt,nt,nt,nt,9.4,14.2,nt,nt
COc1cccc(CN2CCNC(=O)C2CC(=O)NCc2cn3ccccc3n2)c1OC (stereo unspecified),-2.5,-6.0,2.0,96.1,-0.8,-2.1,-10.7,-5.0,4.4,-0.9
CCn1nnnc1NCc1ccc(SC)cc1,0.0,-2.8,12.0,98.1,-3.3,-12.7,1.8,9.1,12.0,-2.5
Cc1ccc(OCC(O)Cn2c(N3CCCCC3)nc3c2c(=O)[nH]c(=O)n3C)cc1C (stereo unspecified),-4.5,4.1,8.7,98.9,-2.4,-13.2,-6.0,3.3,-5.6,1.2
COc1ccc(-n2nc(C(=O)NCC(=O)Nc3ccccn3)c3ccccc3c2=O)cc1,-1.1,0.9,-39.3,98.0,-1.6,8.7,1.4,-11.9,14.7,-2.5
COc1ccccc1C(=O)COC(=O)COc1cccc2c1OC(C)(C)C2,-3.5,3.0,-9.5,115.8,2.4,-0.1,-13.5,2.0,6.5,-1.2
Cc1nn(C)c(C)c1S(=O)(=O)N1CCCC(C(=O)NC2CCCCCC2)C1 (stereo unspecified),0.8,-1.9,-1.6,nt,0.6,17.3,1.8,-4.3,-0.8,0.2
CCCCOC(=O)CSCC(=O)Nc1cc(C)on1,0.4,-0.9,6.8,96.9,-1.6,3.2,-3.7,6.5,11.4,-2.2
COc1ccc(NC(=O)C(OC)c2ccccc2)cc1Cl (stereo unspecified),1.0,-2.2,5.7,106.0,0.3,-10.7,-0.1,9.6,6.3,-1.2
COc1ccc(CS(=O)(=O)CC(C)(O)c2ccccc2)cc1 (stereo unspecified),-2.6,3.1,-13.2,97.1,3.5,28.5,-5.2,1.0,9.3,-2.1
Cc1ccc(S(=O)(=O)/C(C#N)=C/c2ccccc2OCc2ccccc2)cc1,-7.0,-2.9,-1.2,102.5,0.4,7.2,-9.1,-6.9,4.7,-0.8
O=C(Cc1ccsc1)NCC(c1ccco1)N1CCCCC1 (stereo unspecified),-0.7,0.3,6.2,101.1,1.9,0.9,-1.7,-3.8,10.4,-1.8
Cc1ccccc1N(C(=O)CNC(=O)c1ccco1)C(C(=O)NC1CCCCC1)c1ccncc1 (stereo unspecified),-1.4,-4.6,9.4,109.1,-3.2,28.2,1.8,1.2,-11.2,1.4
COc1cccc(NC(=O)C2CC(=O)N=C(N)S2)c1 (stereo unspecified),0.9,-0.5,15.2,94.6,-4.3,5.6,-1.0,8.8,6.9,-1.3

# Exported with two lines to a compound: part of the list above.
# Fields: DAGLB inhibitor, V-ATPase pHluor, HTR5A inv ag, Pemphigus Ab inh, HTR5A ag ctr, Arrestin-AP2 inh, PKA-R1A activ, PKA-R2B act, OPRM1-OPRD1 inv, MOR-DOR ag
COc1ccc(NC(=O)C(OC)c2ccccc2)cc1Cl (stereo unspecified)
    1.0, -2.2, 5.7, 106.0, 0.3, -10.7, -0.1, 9.6, 6.3, -1.2
COc1ccc(CS(=O)(=O)CC(C)(O)c2ccccc2)cc1 (stereo unspecified)
    -2.6, 3.1, -13.2, 97.1, 3.5, 28.5, -5.2, 1.0, 9.3, -2.1
Cc1ccc(S(=O)(=O)/C(C#N)=C/c2ccccc2OCc2ccccc2)cc1
    -7.0, -2.9, -1.2, 102.5, 0.4, 7.2, -9.1, -6.9, 4.7, -0.8

# Looked up one by one from above, two records:
SMILES,DAGLB inhibitor,V-ATPase pHluor,HTR5A inv ag,Pemphigus Ab inh,HTR5A ag ctr,Arrestin-AP2 inh,PKA-R1A activ,PKA-R2B act,OPRM1-OPRD1 inv,MOR-DOR ag
Cc1ccc(OCC(O)Cn2c(N3CCCCC3)nc3c2c(=O)[nH]c(=O)n3C)cc1C (stereo unspecified),-4.5,4.1,8.7,98.9,-2.4,-13.2,-6.0,3.3,-5.6,1.2
Cc1nn(C)c(C)c1S(=O)(=O)N1CCCC(C(=O)NC2CCCCCC2)C1 (stereo unspecified),0.8,-1.9,-1.6,nt,0.6,17.3,1.8,-4.3,-0.8,0.2

# Additional structures follow.
SMILES,DAGLB inhibitor,V-ATPase pHluor,HTR5A inv ag,Pemphigus Ab inh,HTR5A ag ctr,Arrestin-AP2 inh,PKA-R1A activ,PKA-R2B act,OPRM1-OPRD1 inv,MOR-DOR ag
Cc1ccc(N2CC(C(=O)Nc3nccs3)CC2=O)cc1Cl (stereo unspecified),0.8,3.1,2.5,102.8,2.5,-8.7,-1.2,6.5,-11.1,1.9
Cc1[nH]c(-c2ccco2)nc1C(=O)O,0.8,22.6*,17.2,95.7,-5.3,14.4,-1.2,-3.9,2.9,-0.5
CCCC1=C(C(=O)OCC)C(c2ccc(OC)c(C)c2OC)C(C#N)=C(N)O1 (stereo unspecified),-1.7,1.9,3.4,98.5,-1.0,9.9,-5.8,-5.2,-11.3,2.0
COc1ccc(/C=C2\SC(=O)N(CCCC(=O)Nc3ccc(C(=O)O)cc3)C2=O)cc1OC,-0.9,0.6,-0.1,102.3,0.7,5.8,1.6,-4.8,15.2,-2.9
Cc1noc(NS(=O)(=O)c2ccc(NC(=O)/C=C/c3ccc(C(C)C)cc3)cc2)c1C,9.1,6.2,-9.5,nt,0.7,9.7,0.0,2.5,0.6,-0.1
COc1ccc2c(c1OC)C(=O)N1C2SC[C@H]1C(=O)NC1CC(C)(C)NC(C)(C)C1 (stereo partly specified),-2.2,0.1,2.1,106.0,-1.4,5.5,6.7,-11.2,10.8,-2.5
O=C(COc1coc(CN2CCCc3ccccc32)cc1=O)Nc1cccc([N+](=O)[O-])c1,-6.7,-0.3,1.8,100.9,-0.6,38.9,2.3,-0.2,-40.1,6.2
Cc1cccc(NC(=O)CNCC(=O)Nc2cccc(C)c2C)c1C,3.4,1.8,13.4,104.2,-3.7,10.1,-4.4,-6.5,16.3,-3.7
COc1ccccc1NC(=O)CSc1nccn1Cc1ccccc1,-2.4,-1.4,19.1,101.6,2.1,-2.4,3.3,-0.3,9.9,-1.9
O=c1[nH]c(CSc2ncnc3sccc23)nc2cc(C(F)(F)F)ccc12,-1.6,0.7,-9.5,101.1,3.5,7.1,-8.6,-10.5,-9.7,1.8
O=C(N1CCc2[nH]c3ccccc3c2C1)C(F)(F)F,-2.0,1.4,-8.7,94.1,2.4,27.2,0.5,-6.0,10.2,-2.3
COC(=O)C(C)N(C(=O)c1cccc2ccccc12)c1c(C)cccc1C (stereo unspecified),-5.7,4.8,-43.8,99.9,3.6,7.3,-4.9,0.6,-18.7,3.5
Cc1ccc(OCCn2ccnc2)c([N+](=O)[O-])c1,-9.6,-0.8,1.1,101.3,-0.3,-0.4,2.9,8.2,20.9,-4.4
O=C(CNC(=S)NC(=O)c1cccc([N+](=O)[O-])c1)c1ccccc1,-1.5,-0.8,-14.6,91.9,1.4,1.9,-8.6,1.4,-10.7,1.6
O=C(C[n+]1ccc(Cc2ccccc2)cc1)Nc1ccc([N+](=O)[O-])cc1Cl,1.3,1.4,5.5,102.2,-2.0,0.1,-1.7,-6.7,-2.8,0.6
Cc1ccc(/C=C2\SC(N3CCCCC3)=NC2=O)cc1,-0.2,-2.1,5.9,102.0,-1.6,3.2,-10.8,-10.1,18.3,-3.9
O=S(=O)(c1ccccc1)N1CCN(Cc2ccccc2)CC1,-3.3,3.4,12.1,102.0,-3.3,34.6,-11.2,-4.7,1.0,-0.2
O=c1c2cc(N3CCOCC3)ccc2[nH]c(=S)n1Cc1ccccc1Cl,1.9,-5.0,5.5,89.6,-2.0,-20.5,3.6,0.7,4.4,-0.9
Cc1ccc(CNC(=O)CSc2nc3c(sc4ccccc43)c(=O)n2CCCN2CCCC2)cc1,0.2,-2.8,8.3,nt,-3.0,1.8,1.4,-8.9,-3.9,0.9
